Source: PubChem (several laboratories)
PriA SSB inh = inhibitors of Klebsiella pneumoniae PriA binding to SSB C-terminal tail, primary screen, biochemical, AlphaScreen; AlphaScreen SSBct-PriA binding, biotinylated peptide; PriA–SSB C-terminal tail interaction (Klebsiella pneumoniae); inhibition, % at 33 µM; actives 0.6% (n = 430,000); AID 1272365, 2023; in the data active = inhibition mostly above about 37%, no sharp cut-off; inactive = mostly below about 20%;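 also: plate controls were negative control peptide for no effect and reference peptide for full effect; strong numbers were not always called active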
Rv3671c inh = Rv3671c serine protease inhibitors, primary screen, biochemical, fluorescence polarization, M. tuberculosis H37Rv. P9WHR9. inhibition, % at 5.96 µM. actives 0.048% (n = 320,000); in the data active = inhibition above about 38%;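 also: extracellular domain of Rv3671c used as enzyme; 0% = enzyme with DMSO and 100% = no enzyme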
TcdB inh = TcdB glycohydrolase inhibitors, primary screen, biochemical, single point, plate reader; Toxin B (Clostridioides difficile), P18177; TcdB glycohydrolase enzymatic assay; inhibition, % at 9.99 µM; actives 0.24% (n = 350,000); in the data active = inhibition above about 10%
VHR inh abs = VHR1 phosphatase inhibitors, primary screen, biochemical, absorbance, uHTS; Dual specificity protein phosphatase 3 (Homo sapiens), P51452; recombinant VHR phosphatase, pNPP absorbance; inhibition, % at 13.3 µM; actives 0.52% (n = 290,000); AID 1654, 2009; in the data active = inhibition above about 50%; also: some compounds called inactive have numbers as strong as hits
Target sequence (P51452 whole entry, looked up): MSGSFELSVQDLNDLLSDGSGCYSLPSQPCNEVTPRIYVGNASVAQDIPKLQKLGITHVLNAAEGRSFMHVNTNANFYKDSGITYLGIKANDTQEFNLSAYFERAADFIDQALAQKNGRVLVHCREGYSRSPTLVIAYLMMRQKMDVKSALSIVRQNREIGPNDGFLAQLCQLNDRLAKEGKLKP
PfHsp40 rescue = rescue of yeast from PfHsp40 toxicity, primary screen, S. cerevisiae, ATP luminescence | S. cerevisiae expressing PfHsp40, growth rescue | growth rescue, % at 12.5 µM | actives 0.68% (n = 340,000) | AID 504582, 2011; in the data active = growth rescue above about 28%, passing the limit was not always enough; inconclusive = no clear call, values can overlap the other calls;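 also: yeast W303a lacking pdr1 and pdr3 grown in galactose medium; growth measured after three days at 30 °C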
Anthrax LF inh2 = Bacillus anthracis LF protease inhibitors, primary screen, biochemical, multiplex microsphere, MLPCN library; Lethal factor (Bacillus anthracis), P15917; multiplex microsphere protease cleavage assay; inhibition, % at 10 µM; actives 0.12% (n = 360,000); AID 588501, 2011; in the data active = inhibition above about 30%; inconclusive = no clear call, values can overlap the other calls; also: plate controls were buffer without enzyme for full effect and enzyme alone for no effect
Target sequence (P15917 whole entry, looked up): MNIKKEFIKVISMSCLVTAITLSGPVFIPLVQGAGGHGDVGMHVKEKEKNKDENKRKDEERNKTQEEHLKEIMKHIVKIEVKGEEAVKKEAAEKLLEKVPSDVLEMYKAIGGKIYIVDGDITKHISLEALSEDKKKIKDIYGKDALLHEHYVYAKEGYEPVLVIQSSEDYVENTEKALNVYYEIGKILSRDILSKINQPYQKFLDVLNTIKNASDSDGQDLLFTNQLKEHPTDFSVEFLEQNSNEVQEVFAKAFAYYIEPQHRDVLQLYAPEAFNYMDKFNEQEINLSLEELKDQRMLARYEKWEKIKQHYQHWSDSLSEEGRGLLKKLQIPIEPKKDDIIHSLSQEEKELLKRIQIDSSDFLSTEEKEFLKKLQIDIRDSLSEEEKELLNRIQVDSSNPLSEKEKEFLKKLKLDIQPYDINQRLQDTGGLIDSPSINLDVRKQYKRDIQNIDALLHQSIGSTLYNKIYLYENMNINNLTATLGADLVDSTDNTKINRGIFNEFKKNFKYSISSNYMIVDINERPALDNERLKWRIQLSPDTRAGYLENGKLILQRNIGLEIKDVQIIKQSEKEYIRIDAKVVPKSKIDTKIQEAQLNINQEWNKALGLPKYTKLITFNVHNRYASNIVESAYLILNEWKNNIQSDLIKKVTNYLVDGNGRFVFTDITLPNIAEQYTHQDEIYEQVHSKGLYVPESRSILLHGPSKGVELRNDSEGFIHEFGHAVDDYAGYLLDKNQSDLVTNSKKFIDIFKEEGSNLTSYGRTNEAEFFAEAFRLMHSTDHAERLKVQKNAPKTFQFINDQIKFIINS
Vc quorum ag = inducers of Vibrio cholerae quorum light production without autoinducers, primary screen, BH1578 luxS cqsA deficient, single point. V. cholerae BH1578 lux reporter, luminescence, 6 h. activation, % at 18.7 µM. actives 0.16% (n = 350,000). AID 588436, 2011; in the data active = activation mostly above about 9.7%, no sharp cut-off; inconclusive = no clear call, values can overlap the other calls; inactive = mostly below about 3.7%; also: not every result past the cut was called active; inactives centre near 0; reference of the scale not given here
MazEF act = activators of E. coli MazEF toxin-antitoxin RNase, primary screen, biochemical, fluorescence, uHTS; Endoribonuclease toxin MazF (Escherichia coli (strain K12)), P0AE70; FAM/BHQ RNA-DNA oligo cleavage fluorescence, 5 h; activation, % at 20 µM; actives 0.32% (n = 350,000); in the data active = activation above about 50%
Target sequence (P0AE70 whole entry, looked up): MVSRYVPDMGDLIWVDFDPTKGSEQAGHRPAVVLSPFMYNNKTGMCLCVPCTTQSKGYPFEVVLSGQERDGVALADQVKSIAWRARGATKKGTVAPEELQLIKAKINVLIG
Y pestis TopoI = Yersinia pestis topoisomerase I inhibitors, primary screen, biochemical, cleavage product accumulation, plate reader, single point. DNA topoisomerase I (Yersinia pestis CO92). Y. pestis Topo-I cleavage product accumulation. activity, % at 10 µM. actives 0.064% (n = 360,000). AID 504884, 2011; in the data active = activity above about 50%, passing the limit was not always enough; inconclusive = no clear call, values can overlap the other calls; also: inactives centre near 2
SARS 3CLpro inh = SARS-CoV 3CLpro protease inhibitors, primary screen, biochemical, quenched FRET; actives 0.14% (n = 290,000); Replicase polyprotein 1ab (Severe acute respiratory syndrome coronavirus), P0C6X7; recombinant SARS-CoV 3CLpro, quenched FRET peptide cleavage; inhibition, % at 6 µM; in the data active = inhibition above about 12%
* marks the source's active call; other numbers are inactive results; i = inactive; u = inconclusive; x = not tested or not shown; & = joins results of further samples. Not all compounds are listed (hit frequency here may not be typical).

SMILES | PriA SSB inh | Rv3671c inh | TcdB inh | VHR inh abs | PfHsp40 rescue | Anthrax LF inh2 | Vc quorum ag | MazEF act | Y pestis TopoI | SARS 3CLpro inh
Cc1ccc(CNC(=O)[C@@H](NC(=O)C2CCN(C(=O)[C@@H](N)CC(C)C)CC2)C(C)C)cc1 | -10 | -1 | 2.3 | 17 | -0.1 | -9 | -0.5 | 7 | 2 | -3
O=c1cc(-c2ccccc2)oc2ccc(O)cc12 | -6 | -1 | 1.5 | 8 | 0.4 | -6 | i | 8 | 2 | -1
C=CCOn1c(-n2nc(C)cc2C)nc2ccccc2c1=O | -8 | -13 | 1.2 | 16 | -0.2 | -10 | -0.8 | 3 | 4 | 1
O=C(COC(=O)c1cccc(S(=O)(=O)NCc2ccccc2)c1)Nc1ccccc1OC(F)F | -4 | 1 | x | 16 | -0.2 | -4 | 0.5 | 15 | 5 | 0
Cc1ccsc1C(=O)OCC(=O)N(Cc1ccccc1)C(C)C | -11 | 3 | 1.0 | x | -1.4 | -5 | i | 7 | 21 | x
O=C(COC(=O)C(Cc1ccccc1)NC(=O)c1ccc(Cl)cc1)c1ccc(Cl)cc1 (stereo not drawn) | -24 | -51 | 1.3 | -8 | -0.4 | 0 | -0.2 | -5 | 15 | 4
Cc1ccc(NC(=O)COC(=O)CSC(=S)N2CCOCC2)cc1 | -8 | 2 | 1.4 | 14 | -0.4 | -6 | -0.9 | 3 | 3 | 1
CC(C)COc1ccc(C(=O)Nc2scc(-c3ccc(Cl)cc3Cl)c2C(N)=O)cc1 | -4 | -8 | x | 11 | -1.2 | -8 | -0.3 | -16 | 11 | -1
COc1cc(OC)cc(C(=O)N(Cc2cc3cc(C)ccc3[nH]c2=O)C(C)C)c1 | -22 | 1 | x | 3 | -1.2 | -3 | -0.4 | -1 | 5 | -8
COc1ccc(CCNc2oc(COc3ccccc3)nc2C#N)cc1 | 3 | -14 | x | 26 | 0.4 | -4 | -0.3 | 3 | 24 | 1
CCc1nnc(NC(=O)c2ccc(S(=O)(=O)N(CCOC)CCOC)cc2)o1 | -13 | 0 | x | 2 | 0.1 | -4 | -0.6 | -6 | -3 | 2
O=C(CSc1nc2ccccc2[nH]1)Nc1nc(-c2ccc(Br)cc2)cs1 | -2 | -94 | x | 2 | -0.8 | -2 | -0.3 | -18 | -8 | 0
COc1ccc(OC)c(CNC(=O)C2CCCN(c3ncnc4c3nc3n4CCCCC3)C2)c1 (stereo not drawn) | -1 | 5 | 0.1 | 3 | 0.5 | -1 | -0.2 | 3 | 11 | 2
O=C(Nc1nc2ccc([N+](=O)[O-])cc2s1)C1CCCO1 (stereo not drawn) | -9 | -3 | 1.4 | 2 | -0.1 | -1 | i | 4 | 1 | 2
Cc1ccc(N=Nc2c(N)n(-c3ccccc3)[nH]c2=O)cc1 | 20 | 2 | x | 31 | -1.6 | -7 | i | -19 | -5 | 1
COc1ccc(CN=C(Nc2ccccc2)SC2CC(=O)N(C)C2=O)cc1 (stereo not drawn) | 13 | -6 | 0.7 | -23 | -0.5 | -1 | -0.2 | -4 | 1 | 5
CCN1CCN(C(=O)C(NS(=O)(=O)c2ccc3nc(C)sc3c2)C(C)C)CC1 (stereo not drawn) | 5 | 13 | 0.4 | 25 | -1.3 | -2 | -0.3 | 11 | -6 | -2
COc1cccc(Cn2c(N)c(C#N)c3nc4ccccc4nc32)c1OC | -13 | -30 | x | -10 | 0.2 | 0 | -0.3 | 10 | 0 | 1
Cc1ccc(S(=O)(=O)N2CCN(C(=O)CCc3nc4ccccc4c(=O)[nH]3)CC2)c(C)c1 | -1 | -5 | 3.1 | x | -0.7 | -5 | i | -1 | 29 | x
CCCCN=C1N/C(=C\c2ccco2)C(=O)N1c1ccccc1 | 1 | 6 | x | 7 | 0.9 | -2 | x | -8 | -4 | -1
NS(=O)(=O)OCC1CCCCC1 | -1 | -3 | -5.1 | 17 | -0.4 | 2 | -1.3 | 6 | 2 | -5
CN(CCO)C(=O)c1ccc(-c2nn(C)c(=O)c3ccccc23)cc1 | 13 | -3 | -0.4 | 25 | 3.4 | 3 | i | -4 | 4 | 3
COc1ccc(S(=O)(=O)N2CC=C(C(=O)NC3CCCC3)CC2)cc1 | -2 | 2 | 2.6 | -3 | -0.4 | -2 | i | 9 | 5 | 0
CCc1nc2c(s1)CCc1onc(-c3ccc(Cl)cc3)c1-2 | -5 | -9 | 0.8 | x | 1.9 | -4 | i | 1 | -5 | x
COc1ccc(OC)c(NC(=O)COC(=O)c2c(C)noc2C)c1 | -14 | -1 | -1.8 | x | 0.4 | -6 | -0.3 | 3 | 6 | x
SMILES | PriA SSB inh | Rv3671c inh | TcdB inh | VHR inh abs | PfHsp40 rescue | Anthrax LF inh2 | Vc quorum ag | MazEF act | Y pestis TopoI | SARS 3CLpro inh
CC1CCN(S(=O)(=O)c2ccc3c(ccn3CC(=O)O)c2)CC1 | 9 | -4 | -3.6 | 9 | 0.8 | 1 | -0.5 | -3 | 3 | -4
CCOC(=O)C1CCN(C(=O)c2cc(COc3ccc(F)cc3F)on2)CC1 | -16 | -2 | 2.7 | -14 | -0.5 | -5 | i | -1 | 22 | 0
CCOc1ccc(-n2ccc(=O)c(C(=O)Nc3ccc(S(=O)(=O)Nc4nccs4)cc3)n2)cc1 | -12 | -13 | 1.3 | 10 | 2.1 | 5 | i | 10 | 14 | -1
Cn1nccc1NS(=O)(=O)c1ccc(NC(=O)C(F)(F)F)cc1 | -10 | 9 | 1.0 | 22 | -0.9 | 17 | -0.4 | 7 | 2 | -2
CCOC(=O)c1ccc(N2CCN(C(=O)c3ccccc3)CC2)c(NC(=O)c2ccco2)c1 | 1 | -5 | 1.7 | 17 | 0.4 | -2 | -0.4 | 10 | 27 | -6
Cc1ccc2oc(C(=O)NCCCN3CCOCC3)c(C)c2c1 | -4 | 3 | 2.8 | 50 | 2.3 | 1 | -1.4 | 2 | 6 | -5
COC(=O)c1ccccc1OC(=O)c1cc2ccccc2oc1=O | 4 | -3 | -6.5 | -13 | 0.1 | -1 | -0.8 | 7 | 7 | 5
O=C(c1ccc(N2CCCC2=O)cc1)N1CCN(c2ccccc2O)CC1 | -20 | 3 | -0.4 | x | -0.1 | -3 | i | -2 | 16 | x
Cc1ccc(-c2nc3ncccc3o2)cc1NC(=O)c1cccs1 | -2 | -14 | 1.0 | 16 | 1.0 | -1 | -0.2 | 4 | -4 | 0
C[C@]12CCC3C(CC[C@@H]4CC(=O)CC[C@]34C)C1CC[C@@H]2O (stereo partly drawn) | -3 | -6 | 0.6 | x | 2.2 | 1 | i | 11 | 1 | x
Cc1cc(C(=O)CN2C(=O)NC(c3ccccc3)(c3ccccc3)C2=O)c(C)n1Cc1ccco1 | 9 | -10 | x | 10 | 1.3 | -7 | -0.2 | 1 | 1 | 4
CCC(C(=O)OCC(=O)Nc1ccc(C(=O)Nc2ccc(OC)cc2)cc1)c1ccccc1 (stereo not drawn) | -5 | -11 | -3.1 | 1 | -0.1 | 1 | 1.4 | -3 | -4 | 2
Cc1nc(SCC#N)c2c3c(sc2n1)CCC3 | -11&-7 | -5 | x | 14 | 0.8 | -3 | 3.6 | 1 | -4 | 1
Cc1c(C2(O)CCCCC2)[nH]c2cc(C(F)(F)F)ccc12 | 6 | -4 | 3.7 | x | u | -2 | i | 3 | -8 | x
COc1ccc(C)cc1S(=O)(=O)N1CCN(S(=O)(=O)c2cc(C)ccc2OC)C(C)C1 (stereo not drawn) | 4 | 0 | x | -1 | 0.1 | -2 | i | -8 | -1 | -2
CCNC(=O)C1CCCN(C(=O)c2cc(C)oc2C)CC1 (stereo not drawn) | x | x | -3.8 | x | x | -3 | -0.6 | x | 2 | x
CCCc1cc(-n2cnc3ccccc32)n2c(nc3ccccc32)c1C#N | 0 | -1 | x | 27 | -0.2 | 5 | 1.7 | 7 | 4 | 1
S=C1SCN(CCN2CCOCC2)CN1Cc1ccccc1 | -21 | 1 | x | -29 | -0.1 | 0 | -0.2 | 11 | 5 | 3
CCOC(=O)c1cnc2nc(SCc3ccccc3Cl)[nH]n2c1=O | -11 | -4 | -2.8 | x | x | 9 | i | 8 | -3 | x
CCNC(=S)SCCOc1ccc(C)cc1 | -32 | -10 | x | -4 | 0.2 | -2 | 11 | 10 | 9 | 6
Cc1onc(-c2ccccc2Cl)c1C(=O)NCc1ccccn1 | -4 | 2 | x | 10 | -0.7 | -5 | -2.9 | -3 | -5 | -5
N=C1SCC(=O)N1c1ncc(Cc2cccc(Cl)c2)s1 | -6 | x | 0.6 | 30 | -0.2 | -4 | -0.4 | 0 | -3 | 5
Cc1nc(-c2cccc(NS(=O)(=O)c3ccccc3)c2)cs1 | -11 | -2 | x | -10 | 0.4 | -10 | -1.0 | 2 | 7 | 6
CN(CC(=O)NCC(=O)Nc1ccc(F)cc1)CC(=O)Nc1ccc(Cl)c(C(F)(F)F)c1 | 0 | x | 0.5 | x | 0.2 | 2 | -0.8 | -6 | -6 | x
CC(C)c1ccc(C2NC(C(=O)O)CS2)cc1 (stereo not drawn) | -15 | 1 | 1.8 | -2 | -1.5 | -5 | 0.4 | 3 | -5 | 2

One compound at a time (already shown). Values in the order: PriA SSB inh	Rv3671c inh	TcdB inh	VHR inh abs	PfHsp40 rescue	Anthrax LF inh2	Vc quorum ag	MazEF act	Y pestis TopoI	SARS 3CLpro inh
CC(C)c1ccc(C2NC(C(=O)O)CS2)cc1 (stereo not drawn) as listed: -15	1	1.8	-2	-1.5	-5	0.4	3	-5	2
O=C(c1ccc(N2CCCC2=O)cc1)N1CCN(c2ccccc2O)CC1 as listed: -20	3	-0.4	x	-0.1	-3	i	-2	16	x

(list continues)
SMILES | PriA SSB inh | Rv3671c inh | TcdB inh | VHR inh abs | PfHsp40 rescue | Anthrax LF inh2 | Vc quorum ag | MazEF act | Y pestis TopoI | SARS 3CLpro inh
CCCN(CC1CC1)C(=O)COc1ccccc1C(=O)NCc1ccccc1 | 0 | 2 | x | 23 | 0.3 | u | -0.3 | 0 | 16 | 1
O=c1c2ccccc2ncn1Cc1ccccc1 | -1 | 9 | -0.1 | 17 | -1.5 | -1 | -0.4 | 4 | 2 | 0
Cc1cccc(NC(=S)NCCc2ccccc2)n1 | 6 | -15 | 1.0 | 15 | 1.2 | -2 | i | -12 | 14 | -1
O=C(NCCCNc1ccc([N+](=O)[O-])cc1Cl)c1ccccc1F | -5 | 4 | 0.7 | 21 | 4.4 | 4 | i | 0 | -8 | 6
CCNC(=S)N(Cc1ccccc1)Cc1nc2ccccc2c(=O)[nH]1 | 1 | 3 | 0.3 | -8 | 0.1 | 1 | -0.1 | -4 | 1 | 0
COc1ccccc1C(CNC(=O)CNC(=O)c1ccccc1Cl)N1CCCC1 (stereo not drawn) | 9 | -1 | -0.9 | x | 0.7 | 6 | i | -23 | -7 | x
c1ccc(CN2CCN(c3nc(-c4ccccc4)nc4ccccc34)CC2)cc1 | -13 | -6 | x | -2 | 0.4 | -1 | -1.3 | -14 | 19 | 1
CC(C)(C)c1nc(NCCO)c2nnn(Cc3ccccc3)c2n1 | -3 | -8 | 3.5 | 8 | -0.8 | 2 | -0.7 | 0 | 12 | 3
NC(=O)c1ccccc1NC(=O)C(c1ccccc1)c1ccccc1 | 3 | 6 | 1.9 | x | 0.8 | -5 | -0.5 | 3 | -10 | x
